Screening results from PubChem BioAssay.
CHO parental Ca = counter-screen for OX1R antagonists: effect in parental CHO cells. parental CHO-K1, ATP-induced calcium, Fluo-8 fluorescence. inhibition, % at 5.6 µM. actives 0.63% (n = 330,000). AID 463079;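 active means inhibition above that plate's mean sample inhibition plus 3 SD, cut at about 26% in these data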;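 further: 0% = ATP-challenged DMSO wells and 100% = DMSO wells without ATP; some compounds past the cut are filed as inactive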
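Assay system: untransfected parental CHO cell line. Also added: ATP agonist challenge. Dosing: one dose, 5.6 µM nominal. Measured by: Fluo-8 fluorescence. Read-out: % inhibition. Benchmarks: ATP wells versus no-ATP DMSO wells. Repeats: no replicates.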
M1 PAM parental = nonselective activator or artifact in parental CHO-K1 calcium assay. ATP EC20, Fluo-8 calcium fluorescence; 0% at ATP EC20, 100% at ATP max. actives 0.02% (n = 360,000). activation, % at 3 µM;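 active means activation above the run cutoff, the mean activation of all test compounds plus 3 SD, cut at about 40% in these data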;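 further: peak over basal fluorescence ratio in a 140 s read after ATP addition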
CHRM1 agonist = human M1 muscarinic receptor agonism; activation, % at 3 µM; actives 0.33% (n = 360,000); P11229; CHO-K1 hM1, Fluo-8 calcium fluorescence, agonist mode; 0% DMSO, 100% acetylcholine EC100;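 active means activation above the run's mean compound activation plus 3 SD, cut at about 16% in these data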;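 further: peak over basal fluorescence ratio within a 140 s kinetic read after compound addition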
Target sequence (P11229 whole entry, looked up): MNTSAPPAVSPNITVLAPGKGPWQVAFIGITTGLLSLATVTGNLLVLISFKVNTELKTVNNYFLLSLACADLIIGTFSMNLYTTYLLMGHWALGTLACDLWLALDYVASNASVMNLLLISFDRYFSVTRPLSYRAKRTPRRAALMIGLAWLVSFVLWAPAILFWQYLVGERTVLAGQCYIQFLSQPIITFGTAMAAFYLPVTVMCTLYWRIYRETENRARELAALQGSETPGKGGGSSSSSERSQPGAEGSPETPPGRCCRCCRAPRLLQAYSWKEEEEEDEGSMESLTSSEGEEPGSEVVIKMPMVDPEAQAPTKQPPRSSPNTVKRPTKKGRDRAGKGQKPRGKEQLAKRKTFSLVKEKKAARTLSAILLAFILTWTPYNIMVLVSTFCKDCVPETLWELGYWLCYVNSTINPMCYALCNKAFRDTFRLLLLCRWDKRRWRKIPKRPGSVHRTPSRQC
CHO-K1 Ca antag = M1 antagonist counterscreen hit in parental CHO-K1 cells; ATP-induced calcium, Fluo-8 fluorescence; inhibition, % at 3 µM; actives 0.6% (n = 360,000);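 active means inhibition above a per-plate cutoff, the plate's mean sample inhibition plus 3 SD, cut at about 24% in these data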;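 further: 0% = DMSO plus EC80 ATP and 100% = DMSO alone without ATP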
CHRM1 antagonist = human CHRM1 antagonism | P11229 | inhibition, % at 3 µM | AID 588852 | actives 1.3% (n = 360,000) | CHO-K1 hM1, Fluo-8 calcium fluorescence, ACh EC80 antagonist;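 active means percent inhibition above its own plate's cutoff, namely the mean of that plate's compound wells plus 3 SD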;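 further: peak over basal fluorescence ratio during 140 s after agonist addition; 0% = ACh EC80 plus DMSO and 100% = DMSO alone without agonist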
M1 PAM = human CHRM1 positive allosteric modulation. P11229. CHO-K1 hM1, Fluo-8 calcium fluorescence, ACh EC20; 0% = ACh EC20, 100% = maximal ACh. activation, % at 3 µM. actives 0.088% (n = 360,000); in the data active means activation above about 19%, passing the limit was not always enough
CHO-K1 Ca ag = M1 agonist counterscreen hit in parental CHO-K1 cells; activation, % at 3 µM; Fluo-8 calcium fluorescence; scaled to maximal ATP response, vehicle zero; actives 0.48% (n = 360,000); in the data active means activation above about 15%;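 further: untransfected CHO-K1 host cells lacking M1 receptor as counterscreen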
TAAR1 ag = agonists of human TAAR1; actives 0.99% (n = 360,000); Q96RJ0; CHO RD-HGA16 TAAR1, Fluo-8 calcium fluorescence; vehicle wells 0%, saturating PEA agonist 100%; activation, % at 3 µM;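 active means activation above the mean activation of all test compounds in the run plus 3 SD, cut at about 38% in these data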
Target sequence (Q96RJ0 whole entry, looked up): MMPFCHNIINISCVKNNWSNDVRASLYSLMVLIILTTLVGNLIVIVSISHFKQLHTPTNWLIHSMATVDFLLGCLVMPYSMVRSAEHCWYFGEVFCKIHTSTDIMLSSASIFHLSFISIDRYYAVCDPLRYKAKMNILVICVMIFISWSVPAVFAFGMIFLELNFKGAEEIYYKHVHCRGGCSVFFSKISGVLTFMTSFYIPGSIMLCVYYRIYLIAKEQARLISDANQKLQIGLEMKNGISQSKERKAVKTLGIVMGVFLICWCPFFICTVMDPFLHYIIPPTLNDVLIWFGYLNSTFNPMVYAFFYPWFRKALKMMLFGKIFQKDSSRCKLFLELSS
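test system = CHO RD-HGA16 cells carrying human TAAR1 plus Gα16 | schedule = 17-24 h seeding, 75 min 37 °C dye, 30 min RT | compound dosing = 3 µM single concentration | control set = DMSO and PEA EC100 | replicates = n 1 | signal = Fluo-8 fluorescence, 5 s baseline then 140 s kinetic read | measure = percent activation vs PEA EC100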
TAAR1 antag = human TAAR1 antagonism | Q96RJ0 | CHO RD-HGA16 TAAR1, Fluo-8 calcium fluorescence, antagonist | inhibition, % at 3 µM | actives 1.5% (n = 360,000) | AID 624466;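 active means inhibition above a per-plate cutoff, the mean inhibition of test compounds on that plate plus 3 SD, cut at about 49% in these data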;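 further: 0% = DMSO plus EC80 beta-PEA response and 100% = DMSO alone without agonist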
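test system = CHO RD-HGA16 cells bearing hTAAR1 | replication = singlicate | controls = DMSO-only wells and EC80 β-PEA-stimulated wells | reagent = EC80 β-phenethylamine stimulus | read-out basis = percent inhibition of PEA-evoked calcium signal, max/basal emission ratio | schedule = seeding 17-24 h prior, 75-min 37 °C, 30-min RT dye loading | signal = kinetic Fluo-8 calcium fluorescence measurement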
Numbers without * were called inactive; . = not tested or not shown.

SMILES	CHO parental Ca	M1 PAM parental	CHRM1 agonist	CHO-K1 Ca antag	CHRM1 antagonist	M1 PAM	CHO-K1 Ca ag	TAAR1 ag	TAAR1 antag
CC1CCCC(NC(=O)CCNC(=O)c2ccc([N+](=O)[O-])cc2)C1C (stereo not given)	-19	2	1	2	-13	10	0.2	0	-21
CCCCCC(=O)NNC(=O)Cc1ccc([N+](=O)[O-])cc1	-10	-8	-5	4	1	6	-0.1	6	7
CCOc1ccccc1NC(=O)COC(=O)c1cnc(C)cn1	-12	3	-1	-8	-13	12	0.0	1	-9
CCOC(=O)/C(C#N)=C\c1c(OCC)n(CC)c2ccccc12	-17	30	-8	-12	0	-4	1.0	-2	29
Cc1cc(/C=C2/NC(=O)N(c3ccccc3)C2=O)c(C)n1-c1cccnc1	-18	-6	-6	10	-2	2	0.2	8	-5
Cc1ccc(N(CCC#N)C(=O)COC(=O)C2CCN(c3ccc(C(F)(F)F)cn3)CC2)cc1	-29	-5	-7	-2	14	-13	1.0	3	-24
COc1cc(Cl)c(CN2CCCC(CO)(Cc3ccccc3)C2)cc1OC (stereo not given)	-16	9	-7	-9	-10	3	2.1	0	9
COC(=O)c1ccccc1NC(=O)c1cc2ccccc2o1	-32	18	-5	-3	-10	3	0.6	2	14
Cc1cccc(NC(=O)CC2SC(=O)N(c3ccccc3)C2=O)c1 (stereo not given)	-11	17	-1	-2	-10	8	0.5	6	-9
COc1ccccc1NC(=O)Nc1ccc2c(c1)nnn2C	-15	-6	0	16	14	-5	0.2	16	21
COc1ccc(C(=O)COC(=O)CNC(=O)c2cccc(OC(F)F)c2)cc1	-13	11	-3	-13	5	1	0.3	-2	2
O=C(N/N=C/c1cc([N+](=O)[O-])ccc1Cl)c1ccc2nc[nH]c2c1	4	10	0	-5	7	-5	0.7	2	15
COc1ccc2sc(-c3ccc(SC)cc3)c(-c3ccc(O)cc3)c2c1	17	1	-7	8	2	1	0.5	20	58*
Cc1nc(NC(=O)/C=C/c2ccccc2)sc1C(=O)Nc1ccccc1	2	13	-1	3	4	4	0.7	13	13
COC(=O)c1c(C(=O)OC)c(-c2ccc(Br)cc2)n2c1CS(=O)C2 (stereo not given)	-20	7	-1	15	10	7	0.1	3	7

5 records picked at random from the list so far:
SMILES	CHO parental Ca	M1 PAM parental	CHRM1 agonist	CHO-K1 Ca antag	CHRM1 antagonist	M1 PAM	CHO-K1 Ca ag	TAAR1 ag	TAAR1 antag
CCCCCC(=O)NNC(=O)Cc1ccc([N+](=O)[O-])cc1	-10	-8	-5	4	1	6	-0.1	6	7
Cc1ccc(N(CCC#N)C(=O)COC(=O)C2CCN(c3ccc(C(F)(F)F)cn3)CC2)cc1	-29	-5	-7	-2	14	-13	1.0	3	-24
COc1cc(Cl)c(CN2CCCC(CO)(Cc3ccccc3)C2)cc1OC (stereo not given)	-16	9	-7	-9	-10	3	2.1	0	9
CC1CCCC(NC(=O)CCNC(=O)c2ccc([N+](=O)[O-])cc2)C1C (stereo not given)	-19	2	1	2	-13	10	0.2	0	-21
COc1ccc(C(=O)COC(=O)CNC(=O)c2cccc(OC(F)F)c2)cc1	-13	11	-3	-13	5	1	0.3	-2	2

Next section.
SMILES	CHO parental Ca	M1 PAM parental	CHRM1 agonist	CHO-K1 Ca antag	CHRM1 antagonist	M1 PAM	CHO-K1 Ca ag	TAAR1 ag	TAAR1 antag
O=C(N/C(=C/c1cccc(Br)c1)C(=O)N1CCOCC1)c1ccco1	.	17	0	-10	-19	9	0.3	3	-3
Cc1ccc(C)c(OCC(=O)N(C)CC(=O)Nc2ccc(Cl)c(C(F)(F)F)c2)c1	-19	-1	3	-5	9	15	0.5	1	-4
CCOC(=O)CC(C)(C)/C(C)=N/Nc1ccc([N+](=O)[O-])cc1[N+](=O)[O-]	19	-3	1	20	13	-6	5.9	1	8
Cc1ccc(C2CCN(C(=S)NC3CCCCC3)C2)cc1 (stereo not given)	-2	-8	-1	0	-9	-3	1.1	4	11
O=C(NCc1ccccc1)NCC12CC3CC(CC(C3)C1)C2	-4	9	-2	-2	28	-11	4.4	0	-13
CN(C)S(=O)(=O)c1cccc(NC(=O)CCc2nc3cc(S(=O)(=O)N4CCOCC4)ccc3n2C)c1	6	-16	-8	7	-4	14	-0.2	1	-19
COc1cc(C(=O)NC(C)c2ccc(S(N)(=O)=O)cc2)ccc1OCC(=O)N1CCOCC1 (stereo not given)	6	13	-3	-7	-7	5	0.2	3	-6
O=C(CN1C(=O)NC(Cc2c[nH]c3ccccc23)C1=O)Nc1cccc(S(=O)(=O)N2CCCC2)c1 (stereo not given)	-7	15	-8	-10	-1	8	3.1	-1	-5
O=C(O)c1ccc(Sc2nnc3ccccn23)c([N+](=O)[O-])c1	-9	4	-3	-12	-11	10	0.3	7	0
CCC(=O)NC(=S)Nc1cccc(NC(=O)c2ccc(Cl)cc2Cl)c1	-19	-5	-6	-5	7	-7	0.1	-1	26
CCCC(c1nnnn1C(C)(C)C)N1CCN(C(=O)c2ccco2)CC1 (stereo not given)	-14	15	-9	-7	-3	10	0.2	8	17
COC(=O)C[C@@H]1C[C@@H]2c3cc(NS(=O)(=O)c4ccccc4)ccc3O[C@@H]2[C@@H](CO)O1	.	18	2	-9	-18	9	2.9	3	4
O=C(Oc1cccc([N+](=O)[O-])c1)c1cc(-c2ccccc2)nc2ccccc12	-9	20	-2	-5	12	-4	5.2	4	-2
CCc1nc(CNC(=O)C2CCC(=O)N(CCc3cccc(F)c3)C2)no1 (stereo not given)	-8	-22	5	16	-12	18	0.2	0	3
CCCC(C(=O)Nc1ccc(S(=O)(=O)N2CCCC2)cc1)c1ccccc1 (stereo not given)	-2	12	8	-3	-6	4	10	41*	26
CC(=O)c1c(C(C)=O)c(C)n(-c2nc(-c3ccc(Br)cc3)c(C)s2)c1C	-11	13	-7	-8	-9	8	0.5	11	-11
N#Cc1cccc(NC(=O)CN2CCCCCC2)c1	-11	-14	-8	19	6	-2	1.9	2	-9
O=C1[C@H]2[C@@H](c3ccc(C(F)(F)F)cc3)N[C@]3(CCCN(Cc4ccc(C(F)(F)F)cc4)C3=O)[C@H]2C(=O)N1Cc1ccccc1	.	14	-3	-13	-4	-4	2.4	3	-18
COc1ccc(NC(=O)c2c(C)nn(Cc3ccccc3)c2Cl)cc1S(=O)(=O)N1CCOCC1	-13	22	-4	-10	-6	7	7.8	10	23
O=C(Nc1cccc2ccccc12)N1CCN(Cc2ccc3c(c2)OCO3)CC1	-10	-9	6	-16	13	3	0.8	.	.
CCCSc1nc2c(c(=O)[nH]c(=O)n2C)n1CCc1ccccc1	-26	4	-4	-2	-27	1	0.2	1	-7
CC(=O)Nc1ccc(S(=O)(=O)Nc2nnc(C(C)C)s2)cc1	-8	4	-5	2	-5	7	-0.3	4	13
CSc1nnc(CNC(=O)c2ccccc2)n1-c1cccc(C)c1	-9	15	1	-3	-17	13	0.4	1	-15
Cc1cccc(OCC(=O)Nc2cccc(-c3nnc(-c4ccccc4)o3)c2)c1C	-8	10	-4	-15	7	-3	2.4	8	69*
C(=N\Nc1ccccn1)/c1c[nH]c2ccccc12	-1	15	-2	-5	-8	2	1.7	6	-11
CCc1ccc(C(=O)Nc2ccc3nc(C)ccc3c2)cc1	-13	-11	-4	-4	-12	13	0.8	4	-22
c1ccc(-n2nnnc2Oc2ccc(-n3ccnc3)cc2)cc1	-20	2	-4	1	5	-3	0.0	6	5
O=C1c2ccccc2-c2cccc(C(=O)N3CCCCCC3)c21	-20	-13	-2	18	3	4	0.2	-1	25
COc1ccc(Cl)cc1NC(=O)COC(=O)Cc1cc(OC)c(OC)c(OC)c1	-21	-8	0	-1	-8	1	0.4	1	6
COc1ccc(NC(=O)CC2C(=O)Nc3ccccc3N2CC(=O)N2CCCC2)cc1 (stereo not given)	-12	11	-3	-20	-10	9	0.1	-1	3
COC(=O)NCc1ccc(CNC(=O)OC)cc1	-4	-3	-1	7	3	2	0.0	2	-1
O=C(O)CCCC(=O)Nc1ccc(OCc2nc3ccccc3s2)cc1	6	19	-3	-7	-11	12	0.2	3	0
O=C(O)Cc1nc(-c2cccnc2)sc1-c1ccc(Br)cc1	-7	22	0	-9	-12	8	-0.1	0	-14
COc1ccc(CCNC(=O)C2CCN(S(=O)(=O)N3CCC(C)CC3)CC2)cc1OC	3	-2	-3	1	-14	8	1.7	-1	-13
NC(=O)N/N=C/c1sc(N2CCCCC2)nc1-c1cccs1	1	20	-5	-20	-10	2	2.5	-2	-2
CCOC(=O)C(=O)c1csc(NC(=O)COc2ccc(N(C)S(=O)(=O)c3ccc(F)cc3)cc2)n1	-12	-3	0	1	4	1	2.8	14	44
COc1ccc(/C=N\NC(=O)c2ccc(-c3ccccc3)cc2)cc1COC(C)=O	-7	4	-3	-16	-2	2	4.0	1	52*
COc1ccc(C(=O)N2CCCCC2c2cc(C(=O)Nc3ccc(F)c(Cl)c3)no2)cc1 (stereo not given)	.	22	-4	-2	7	-12	2.6	1	27
Cc1cc(C)cc(OCC(=O)N2CCCCCC2)c1	-14	4	-4	4	-6	3	0.2	11	3
Cc1ccc(S(=O)(=O)N2CCN(S(=O)(=O)N3CCOCC3)CC2)cc1	2	9	-4	-1	-2	3	0.2	0	-3
O=C(O)c1cc(Br)ccc1NN=C1CCCCC1	-1	-7	-2	21	6	-1	-0.1	-1	-8
Cc1ccc(C(=O)Nc2ccc(S(=O)(=O)Nc3ncccn3)cc2)cc1[N+](=O)[O-]	.	-5	-2	-2	-5	1	0.2	-1	13
CCOC(=O)C(CCCCC(NC(C)=O)(C(=O)OCC)C(=O)OCC)(NC(C)=O)C(=O)OCC	-4	8	-2	-4	-18	11	1.2	2	3
Cc1nc2ccccc2n1CSc1ccccc1	-5	14	-8	-8	1	3	4.8	3	-9
O=C(Nc1cccc(C(=O)O)c1)/C(=C\c1ccco1)NC(=O)c1ccccc1	10	9	-1	2	-2	3	0.2	3	-18
Cc1cc(C)c(C)c(S(=O)(=O)N2CCC(C(=O)N3CCCCCCC3)CC2)c1C	-13	17	-1	-7	-18	12	1.0	-1	-9
O=C(NCC(=O)N1CCCCCCC1)c1ccco1	-9	3	-4	-8	-7	5	-0.2	2	-3
COc1ccc(NC(=O)N(Cc2cc3cc(C)ccc3[nH]c2=O)CC2CCCO2)cc1 (stereo not given)	-20	3	-2	-5	-16	10	1.8	0	-15
CCc1nnc(NC(=O)C(NS(=O)(=O)c2ccccc2)C(C)C)s1 (stereo not given)	.	-11	-5	1	12	-5	0.0	2	-4
O=[N+]([O-])c1ccc(CSc2ccccn2)cc1	-6	17	-7	-10	-17	9	-0.7	-1	4
CCC(C)NCCOc1cc(C)cc(C)c1C (stereo not given)	-14	6	-7	9	-2	6	12	4	-28
COc1ccccc1N(CC(=O)Nc1cc(S(=O)(=O)N(C)C)ccc1C)S(=O)(=O)c1cccs1	-16	10	-3	-12	-6	-7	0.5	2	8
